M. tuberculosis GlmU – inhibition of mycobacterial GlmU enzyme – biochemical, glucosamine-1-phosphate acetyltransferase (AID 1376); M. tuberculosis GlmU acetyltransferase enzyme assay; higher % means a stronger effect; inhibition, %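 (tested at 30 µM in the primary screen)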, or IC50 in µM where a hit was titrated; actives 0.25% (n = 220,000); in the data active means inhibition above about 13%; inconclusive means no clear call, values can overlap the other calls;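 further: 0% = complete reaction with vehicle and 100% = reaction without substrate; strong numbers were not always called active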
Mtb RmlCD inh – M. tuberculosis RmlC/RmlD inhibition; RmlC+RmlD coupled enzyme assay, percent inhibition; primary screen in compound mixtures; inhibition, % at 3.6 µM; actives 0.03% (n = 160,000); AID 1533; in the data active means inhibition mostly above about 34%, no sharp cut-off; inconclusive means no clear call, values can overlap the other calls; inactive means mostly below about 22%; further: some results filed as inactive read as strong as hits
Target sequence (P9WH09 whole entry, looked up): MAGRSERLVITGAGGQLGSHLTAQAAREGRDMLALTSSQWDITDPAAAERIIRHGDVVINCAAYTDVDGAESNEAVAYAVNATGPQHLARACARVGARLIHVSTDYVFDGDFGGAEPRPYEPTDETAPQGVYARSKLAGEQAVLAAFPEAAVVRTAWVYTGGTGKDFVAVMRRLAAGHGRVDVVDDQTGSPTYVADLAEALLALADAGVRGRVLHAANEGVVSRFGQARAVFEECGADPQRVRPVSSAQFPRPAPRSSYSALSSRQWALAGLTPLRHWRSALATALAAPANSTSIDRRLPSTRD
Target sequence (P9WH11 whole entry, looked up): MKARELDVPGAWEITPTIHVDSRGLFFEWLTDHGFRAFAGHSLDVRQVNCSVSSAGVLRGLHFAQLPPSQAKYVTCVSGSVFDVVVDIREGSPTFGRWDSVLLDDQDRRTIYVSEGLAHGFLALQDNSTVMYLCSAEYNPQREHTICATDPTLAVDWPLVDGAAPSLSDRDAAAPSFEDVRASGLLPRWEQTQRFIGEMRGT
* marks the source's active call; other numbers are inactive results; u = inconclusive; x = not tested or not shown. Some of the compounds tested; count on the stated rates, not on these rows.

No.	molecule	M. tuberculosis GlmU	Mtb RmlCD inh
1	CC(C)(C)OC(=O)NCCCCCc1nnc(SCc2ccccc2F)o1	-2.0%	0
2	COc1ccccc1OCC(=O)N/N=C/C=C/c1ccc([N+](=O)[O-])o1	8.3%	2
3	O=C1CC(c2ccc3c(c2)OCO3)CN1 (stereo unspecified)	-2.3%	7
4	COc1ccc(-c2ccc(SCC(=O)N3CCCC3)nn2)cc1OC	2.3%	x
5	COC(=O)c1ccc2c(=O)n(CCN3CCOCC3)c(=S)[nH]c2c1	-0.5%	-6
6	CCCN1Cc2cccc(C(=O)NCCCOC(C)C)c2C1=O	0.4%	-7
7	Cc1ccc(N2C(=O)[C@@H]3C(c4ccc(F)cc4)=NO[C@@H]3C2=O)cc1	1.7%	-3
8	COc1ccc(-c2cc(C(=O)Nc3ccc(O)cc3)c3ccccc3n2)cc1OC	-2.4%	-3
9	COC(=O)c1ccccc1NC(=O)CCS(=O)(=O)c1ccc(Br)s1	6.5%	-5
10	COc1ccc(N2CCN(C(=O)CSc3ccccc3N)CC2)cc1	5.1%	x
11	COc1cc(CNn2cnnc2)ccc1OCC(=O)NC1CCCCC1	-4.8%	x
12	O=C(Nc1ccc2c(c1)OCO2)C(c1ccc(Cl)cc1)N1CCC2(CC1)OCCO2 (stereo unspecified)	1.2%	x
13	C/C(CC(=O)NCc1ccc(Cl)cc1)=N\NC(=O)Cc1ccccc1	2.0%	5
14	O=C1NC2(CCCCC2)Cc2ccccc21	5.3%	x
15	Cc1ccc(C2C=C(c3ccc4c(c3)OCO4)Nc3ncnn32)cc1 (stereo unspecified)	x	-8
16	CCOCCN1CCN(c2c3c(nc4cc(-c5ccc(F)cc5)nn24)CCC3)CC1	-7.0%	58
17	CC(C)c1ccc(O)c(NC(=O)c2ncn[nH]2)c1	-2.5%	-10
18	COCc1c(N)c(C)nc(Cl)c1C#N	2.4%	-11
19	NC(=O)c1ccccc1NS(=O)(=O)c1ccccc1	0.1%	-2
20	COC(=O)CNC(=O)c1ccccc1C	1.8%	-11
21	CCCCN(CCCC)C(=O)c1cc2ccccc2c(=O)o1	6.7%	11
22	CCN(CC)S(=O)(=O)c1ccc(C)c(NC(=O)CSc2ncc(C(F)(F)F)cc2Cl)c1	-2.5%	-2
23	Cc1nc(N2CCCCC2C)c2c(C)c(C(=O)Nc3cccc(C(F)(F)F)c3)sc2n1 (stereo unspecified)	-9.7%	-1
24	CCOc1ccccc1NC(=O)/C=C/c1ccccc1[N+](=O)[O-]	-3.7%	3

Part of the list above, reformatted:
Order of values: M. tuberculosis GlmU	Mtb RmlCD inh
(17) CC(C)c1ccc(O)c(NC(=O)c2ncn[nH]2)c1
    -2.5%	-10
(18) COCc1c(N)c(C)nc(Cl)c1C#N
    2.4%	-11
(19) NC(=O)c1ccccc1NS(=O)(=O)c1ccccc1
    0.1%	-2

Full records, looked up by structure. Values in the order: M. tuberculosis GlmU	Mtb RmlCD inh
Listed for Cc1ccc(N2C(=O)[C@@H]3C(c4ccc(F)cc4)=NO[C@@H]3C2=O)cc1 = 1.7%	-3
Listed for CCCCN(CCCC)C(=O)c1cc2ccccc2c(=O)o1 = 6.7%	11

Following part
No.	molecule	M. tuberculosis GlmU	Mtb RmlCD inh
25	CCn1c2ccccc2c2cc(CN3CCN(S(C)(=O)=O)CC3)ccc21	0.8%	x
26	CCOC(=O)Cc1[nH]nc2c1C(c1ccsc1)C(C#N)=C(N)O2 (stereo unspecified)	2.4%	-4
27	COc1ccc(CCNc2nc(-c3ccc(NC(C)=O)cc3)cs2)cc1OC	-4.6%	9
28	CCCCn1c(-c2ccco2)nc2oc3ccccc3c(=O)c2c1=O	-2.8%	5
29	COC(=O)Sc1nnc(-c2ccc(Br)cc2)o1	2.0%	-9
30	CC(C)C(NC(=O)Cc1ccccc1[N+](=O)[O-])C(C)C	-0.8%	5
31	Cc1ccc(S(=O)(=O)N2CCCCC2)cc1NC(=O)CSc1ccc2c(c1)OCCO2	1.4%	9
32	COc1ccc(N(C(C)C(=O)Nc2cccnc2)S(C)(=O)=O)cc1 (stereo unspecified)	7.7%	-5

The closing 3 compounds of the part above come first, to join the parts.
No.	molecule	M. tuberculosis GlmU	Mtb RmlCD inh
30	CC(C)C(NC(=O)Cc1ccccc1[N+](=O)[O-])C(C)C	-0.8%	5
31	Cc1ccc(S(=O)(=O)N2CCCCC2)cc1NC(=O)CSc1ccc2c(c1)OCCO2	1.4%	9
32	COc1ccc(N(C(C)C(=O)Nc2cccnc2)S(C)(=O)=O)cc1 (stereo unspecified)	7.7%	-5
33	CCn1c2ccccc2c2cc(NC(=O)COc3ccc(OC)cc3)ccc21	-2.5%	x
34	FC(F)Oc1ccc(-n2cc(-c3ccc(Cl)cc3)[n+]3c2CCCCC3)cc1	-4.2%	25
35	CCCCN1CC[C@H]2C=CC[C@@H](C(=O)N3CCN(c4ccccc4)CC3)[C@H]2C1=O	-3.4%	x
36	N#Cc1ccc(NC(=O)Nc2ccc(Oc3ccc(NC(=O)Nc4ccc(C#N)cc4)cc3)cc2)cc1	2.1%	x
37	O=C(Nc1ccccc1-c1ccccc1NC(=O)c1ccco1)c1ccco1	1.1%	x
38	Cc1cnc(C(=O)OCC(=O)Nc2cc(S(=O)(=O)N3CCCCC3)ccc2Cl)cn1	-7.4%	8
39	CCOC(=O)c1sc(NC(=O)c2cccc(S(=O)(=O)N3CCN(C)CC3)c2)cc1C	0.1%	-5
40	Cc1cccc(-n2nnc(C(=O)NCc3ccccc3Cl)c2N)c1	6.7%	2
41	COc1ccc(NC(=O)CCN2C(=O)C3C4CCC(C4)C3C2=O)cc1 (stereo unspecified)	-5.5%	9
42	COC(=O)C1CCN(S(=O)(=O)Cc2ccccc2)CC1	1.2%	-8
43	N#Cc1sc2nc(-c3cccs3)cc(-c3ccc(Cl)cc3)c2c1N	3.9%	x
44	Cc1ccc2[nH]c(=O)c(CN(Cc3cccs3)C(=S)NCc3ccco3)cc2c1	1.1%	7
45	Cc1ccccc1NC(=O)Cc1nnc(SCC(=O)N2CCN(c3ccccc3)CC2)n1C	-3.7%	10
46	COC(=O)Cn1c(O)c(N=NC(=O)c2ccc3c(c2)OCO3)c2ccccc21	0.4%	3
47	O=C(COC(=O)c1ccc(Cl)nc1)NCc1cccs1	-0.6%	-9
48	Cc1oc(-c2ccc(Cl)cc2)cc1C(=O)/C(C#N)=C/Nc1ccccc1	-3.6%	1
49	Cc1ccc(OCc2ccc(C(=O)Nc3ccc(S(N)(=O)=O)cc3)o2)cc1	-1.3%	3
50	CC1CCN(c2ccc(C(=O)NCc3cccs3)cn2)CC1	7.2%	20
51	O=C(CN(C(=O)CCC(=O)Nc1nccs1)c1ccccc1F)NCC1CCCO1 (stereo unspecified)	-1.5%	-5
52	Cc1cccc(NC(=O)NNS(=O)(=O)c2ccc(F)cc2)c1	3.7%	8
53	Cc1ccc(-n2c(=O)[nH]cc(C(=O)Nc3ccc4c(c3)OCCO4)c2=O)cc1C	4.0%	x
54	CCOCCc1nnc(NC(=O)C(C)Oc2ccccc2)s1 (stereo unspecified)	0.4%	-11
55	CCOc1cc(CNCCN(C)C)c(Cl)cc1OCC(=O)NCCc1ccccc1	-5.1%	9
56	O=C(CN1CCN(Cc2ccc(Cl)cc2)C1=O)NCCCN1CCN(c2ccc(F)cc2)CC1	0.2%	-17
57	CCCC(c1nnnn1CCOC)N1CCN(c2nc3ccccc3s2)CC1 (stereo unspecified)	-4.1%	9
58	CC1CN(c2oc(COc3ccc(Cl)cc3Cl)nc2C#N)CC(C)O1 (stereo unspecified)	3.9%	x
59	CCOC(=O)C(Cc1ccc(NC(=O)/C(=C\c2ccccc2)NC(=O)c2ccccc2)cc1)N1C(=O)c2ccccc2C1=O (stereo unspecified)	1.2%	13
60	CC(C)N(Cc1ccccc1)C(=O)COC(=O)c1ccc2c(c1)OCCO2	3.3%	12
61	CC(C)(C)/C(O)=C(/C#N)c1nc2ccccc2[nH]1	-4.1%	-11
62	CCOC(=O)c1cccc(NC(=O)c2c(N)n(C)c(=O)[nH]c2=O)c1	-5.7%	x
63	NC(=O)Nc1cccc2ccccc12	15%*	7
64	CCOc1ccc(-c2nc(-c3ccccc3)no2)cc1OCC	1.5%	3
65	Cn1c(SCC(=O)N2CCCCC2)nc2c([nH]c3ccccc32)c1=O	2.9%	7
66	Clc1ccc(Nc2ccc(NCc3ccccc3)nn2)cc1	1.4%	-9
67	CN(Cc1ccccc1)S(=O)(=O)c1cn(C)cn1	-4.0%	17
68	O=C(c1cccs1)N1CCN=C1SCc1ccc(Cl)cc1	1.1%	-13
69	O=c1c2c3c(sc2ncn1/N=C/c1ccc(Br)o1)CCCC3	1.5%	-9
70	O=C1CCCN1CCCNCC(=O)N1c2ccccc2Sc2ccccc21	1.1%	x
71	O=C(NCc1ccccc1Cl)C1CCC(CNc2nc(=S)[nH]c3ccccc23)CC1 (stereo unspecified)	-8.2%	10
72	CCN(CC)c1ccc(CN(C)CCc2ccc(OC)c(OC)c2)cc1	2.3%	-10
73	COc1ccccc1N(C)S(=O)(=O)c1ccc(C(=O)NC2=NCCS2)cc1	-3.1%	8
74	COc1ccc(CCNC(=O)C2CC3Cn4c(nc5cc6ccccc6cc54)C3N2C)cc1 (stereo unspecified)	-3.0%	x
75	COc1ccccc1NC(=O)/C=C1\SCC(=O)N1C	1.6%	8
76	Cn1c(=O)n(C/C=C/c2ccccc2)c(=O)c2c1nc1n2CCCN1Cc1ccccc1	-1.7%	10
77	CN1CCN(c2ccc(-c3ccnn3C(=O)Nc3cccc(C(F)(F)F)c3)cc2)CC1	-3.7%	8
78	Cc1ccc(-c2csc(-c3cc(C)on3)n2)cc1	2.2%	-5
79	COc1cc(/C=N/NC(=O)c2cccnc2)ccc1OC(=O)c1ccco1	-4.0%	6
80	COc1ccc(C(=O)N2CCN(Cc3ccc4c(c3)OCO4)CC2)cc1[N+](=O)[O-]	1.7%	24
81	O=C(NC(=S)Nc1ccc(N2CCOCC2)c(Cl)c1)C(c1ccccc1)c1ccccc1	0.8%	x
82	CCCC1S/C(=N/N=C/c2ccc(OC)cc2)N(Cc2ccc(OC)cc2)C1=O (stereo unspecified)	-2.2%	u
83	O=[N+]([O-])c1ccc(OCc2cccc(COc3ccc([N+](=O)[O-])cc3)n2)cc1	0.1%	-32
84	CCn1c(NC(=O)c2ccccc2F)c(-c2cccs2)c(=O)c2ccccc21	3.5%	6
85	S=C(NCc1ccccc1)Nc1ccc(Cl)cc1	-0.1%	-7
86	O=C1CCCc2ccccc2N1Cc1c(Cl)cccc1Cl	-4.5%	-4
87	CC1=NN(Cc2ccccc2)C(=O)/C1=C\c1ccc(N(C)C)cc1	-2.8%	x
88	CCOc1ccccc1Nc1nnc(Cc2ccccc2Cl)c(=O)[nH]1	3.3%	10

New compounds follow
No.	molecule	M. tuberculosis GlmU	Mtb RmlCD inh
89	Nc1ccc2nc(SCc3cccc(F)c3)sc2c1	4.4%	0
90	O=C1C=C(c2ccccc2)C[C@H](c2cccs2)[C@H]1n1nnc([N+](=O)[O-])n1	8.7%	-40
91	CC1CCc2nc(NC(=O)CSc3nc4ccccc4o3)sc2C1 (stereo unspecified)	1.8%	x
92	CCC(=O)Nc1ccc(C(=O)CSc2nnc(-c3ccc(O)cc3)n2CC2CCCO2)cc1OC (stereo unspecified)	x	5
93	COc1cccc(/C=N/NC(=O)c2oc3nc(-c4ccccc4)cc(-c4ccco4)c3c2N)c1	3.6%	5
94	CC(C)CN1C(=O)c2ccccc2C1(O)Cc1ccccc1 (stereo unspecified)	2.1%	x
95	CCCS(=O)(=O)NCCc1cc2cc(C)c(C)cc2[nH]c1=O	-1.2%	3
96	Cc1cccc(N2CCN(Cc3cc(=O)n4ccsc4n3)CC2)c1C	1.0%	-12
97	NCCc1ccc(O)c(O)c1	2.0%	x
98	O=[N+]([O-])c1cc(S(=O)(=O)Nc2cccc(Cl)c2)ccc1N/N=C/c1ccc(N2CCOCC2)cc1	0.7%	x
99	Cc1onc(-c2ccccc2)c1CNS(=O)(=O)c1ccccc1[N+](=O)[O-]	x	-6
100	COc1ccc(CSc2nc(C)cc(C)c2S(C)(=O)=O)cc1	-1.6%	-3
101	CN1C(=O)C2ON(c3ccccc3)C(c3cccs3)C2C1=O (stereo unspecified)	5.9%	1
102	Cc1ccc(C)c(Nc2ncnc(N)c2[N+](=O)[O-])c1	1.1%	-5
103	COc1ccc(-c2cc(C(F)(F)F)n3nc(C(=O)NCCCn4ccnc4)cc3n2)cc1	-5.5%	5
104	C/C(=C\C(=O)c1ccc(C)o1)Nc1ccc(C(=O)O)cc1C	-3.9%	14
105	CCOc1cc(/C=C(\C#N)c2nc(-c3cccs3)c(NC(C)=O)s2)ccc1O	-6.2%	6
106	CC(=O)NNC(=O)CN1C(=O)/C(=C/c2ccccc2)SC1=S	-3.0%	4
107	COc1ccc(CCNC(=O)c2nnn(-c3ccc4c(c3)OCCO4)c2N)cc1OC	6.7%	14
108	CCOC(=O)c1c(C#N)c(SCC(=O)Nc2ccc(OC)cc2)nc2c1CN(CC)CC2	-1.0%	-3
109	CCN1CCN(Cc2cc(=O)oc3cc4c(cc23)CCC4)CC1	3.4%	16
110	CCOC(=O)/C(=N/Nc1ccc(C)cc1)S(=O)(=O)c1ccc(Cl)cc1	-5.0%	50
111	c1ccc2c(N3CCCCC3)ncnc2c1	2.8%	-14
112	CCN1CCN(c2cc(C)c3cc(NC(=O)c4cncc(Br)c4)ccc3n2)CC1	x	-1
113	CCSc1nnc(NC(=O)CCNS(=O)(=O)c2cc(Br)cnc2N)s1	2.1%	-10
114	O=C1CCCC2=C1C(c1ccccc1)C1=C(CCCC1=O)O2	6.6%	x
115	O=C(Oc1ccc(-c2csnn2)cc1)c1cccs1	-3.4%	-27
